AmpC no deterg = blocks E. coli AmpC beta-lactamase in detergent-free assay; P00811; AmpC nitrocefin hydrolysis, absorbance 480 nm, 0.0001% Triton; Potency, µM (titrated, usually from 57.1 µM), for inactives: top-dose activity change, negative = inhibition, actives largely listed as inhibitors; 0.52% of 330,000 active; AID 485341;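 note: potency is the fitted concentration of half-maximal effect; plate controls were no compound for no effect and no enzyme for full effect; nearly all actives have a fitted effect of over 20% in size; some results filed as inactive show a strong effect at the top dose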
Target sequence (P00811 whole entry, looked up): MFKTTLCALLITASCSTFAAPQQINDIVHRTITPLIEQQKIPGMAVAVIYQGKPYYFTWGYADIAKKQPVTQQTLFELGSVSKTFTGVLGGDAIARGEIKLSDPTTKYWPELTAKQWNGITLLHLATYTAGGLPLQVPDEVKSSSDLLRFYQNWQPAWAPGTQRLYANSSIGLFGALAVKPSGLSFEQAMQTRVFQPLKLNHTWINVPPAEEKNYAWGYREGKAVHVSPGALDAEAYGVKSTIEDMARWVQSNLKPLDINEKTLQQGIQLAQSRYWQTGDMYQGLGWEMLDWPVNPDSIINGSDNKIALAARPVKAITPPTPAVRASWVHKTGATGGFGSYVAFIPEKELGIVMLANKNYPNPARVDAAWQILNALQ
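20 mM phosphate pH 7.0 + 0.01% (detergent screen) or 0.0001% Triton X-100; 5.3 nM AmpC reagent; cpd preinc 15 min RT; nitrocefin (800 uM stock) to start; A480 q20 s × 4 min; Activity was normalised to no-enzyme and no-compound control wells.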
FBPA Giardia inh = inhibitors of Giardia lamblia fructose-1,6-bisphosphate aldolase | purified Giardia FBPA | Potency, µM (top dose mostly 59.6 µM), without a hit: top-dose activity, negative = inhibition, most hits filed as inhibitors | 0.71% of 290,000 active | A8B2U2; note: potency is the fitted concentration of half-maximal effect; nearly all actives have a fitted effect of over 55% in size
Target sequence (A8B2U2 whole entry, looked up): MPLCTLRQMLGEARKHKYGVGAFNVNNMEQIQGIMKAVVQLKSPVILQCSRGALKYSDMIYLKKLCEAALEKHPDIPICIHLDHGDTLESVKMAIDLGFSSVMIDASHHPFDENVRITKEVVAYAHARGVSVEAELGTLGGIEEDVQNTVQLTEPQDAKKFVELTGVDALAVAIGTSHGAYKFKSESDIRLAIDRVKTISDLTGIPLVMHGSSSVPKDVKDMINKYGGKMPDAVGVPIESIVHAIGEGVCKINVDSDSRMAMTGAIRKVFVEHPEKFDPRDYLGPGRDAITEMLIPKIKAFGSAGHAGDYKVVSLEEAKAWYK
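40 nM FBPA preincubated 10 min at RT with compound (up to 57.5 uM final), then substrate plus GAPDH/TPI/NAD/arsenate coupling and diaphorase/resazurin added. Fluorescence read after 20 min at RT, 525/598 nm.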
AMA1-RON2 inh = AMA1-RON2 (P. falciparum) interaction inhibition. AID 720542. Potency, µM (titrated, usually from 58.2 µM), without a hit: at the top dose activity change, negative = inhibition, actives largely listed as inhibitors. 0.2% of 360,000 active. AlphaScreen AMA1-biotinylated RON2 peptide binding;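 note: potency is the fitted concentration of half-maximal effect; 0% = vehicle wells and -100% = peptide control; nearly all actives have a fitted effect of over 45% in size; some results filed as inactive show a strong effect at the top dose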
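AMA1 (3D7) with his tag at 25 nM final met compounds first, then biotinylated RON2 peptide at 25 nM; detection used donor plus acceptor beads, 10 µg/mL apiece, read by AlphaScreen after 30 min at room temperature.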
HCMV inh = human cytomegalovirus inhibition; activity change, negative = inhibition, % at 57.5 µM; HFF cells, HCMV-luciferase reporter, 72 h; hits give low values; AID 1259415; 4.5% of 410,000 active; in the data active = activity change below about -60%; inconclusive = no clear call, values can overlap the other calls; inactive = above about -39%
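Human foreskin fibroblasts infected with luciferase-reporter HCMV at MOI 1 PFU/cell, compounds at two doses. Luciferase measured 72 h post infection; normalized to buffer-only basal and Salinomycin (10uM) controls.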
Sm TGR inh = inhibitors of Schistosoma mansoni thioredoxin glutathione reductase. purified TGR, DTNB reduction, TNB absorbance 405 nm. Potency, µM (doses to about 114 µM), inactives show at the highest dose activity change, negative = inhibition, actives largely listed as inhibitors. 3% of 360,000 active; note: potency is the fitted concentration of half-maximal effect; nearly all actives have a fitted effect of over 60% in size
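TGR 20 nM + NADPH 100 uM (dispensed conc.), cpd preinc 15 min RT; start with NADPH (500 uM addition) then DTNB (15 mM addition). Kinetic TNB absorbance, 405 nm filter. Four-parameter Hill fit across titration.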
AmpC inh detg = inhibitors of E. coli AmpC beta-lactamase with detergent. P00811. AmpC hydrolysis of nitrocefin, absorbance 480 nm, 0.01% Triton. Potency, µM (top dose mostly 114 µM), for the others: at the highest dose activity change, negative = inhibition, most hits filed as inhibitors. 0.041% of 370,000 active;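 note: potency is the fitted concentration of half-maximal effect; 0% = no-compound wells and -100% = no-enzyme wells; nearly all actives have a fitted effect of over 25% in size; some results filed as inactive show a strong effect at the top dose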
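20 mM phosphate pH 7.0 + 0.01% (detergent screen) or 0.0001% Triton X-100; 5.3 nM AmpC reagent; cpd preinc 15 min RT; nitrocefin (800 uM stock) to start; A480 q20 s × 4 min; Activity was normalised to no-enzyme and no-compound control wells.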
An asterisk follows results filed as active; [ ] = dose if it differs, or a comment. Unless noted, calls come from the whole dose curve; as a rule, active = well fitted curve in the direction sought with a large enough effect; inconclusive = small, poorly fitted or top-dose-only effect, or another doubt; inactive = no such curve, though single readings can be large; an effect the other way counts as inactive or inconclusive. Unless noted, % is set by controls: 0 for no effect and ±100 for the full control effect.

For CCOC(=O)c1sc(C)c2c(=O)n(CC(=O)c3ccc(Br)cc3)nnc12 the results were AmpC no deterg -36.8%, FBPA Giardia inh -0.2%, AMA1-RON2 inh -3.6%, HCMV inh 43.8, Sm TGR inh -2.8% and AmpC inh detg -3.5%.
`NS(=O)(=O)c1ccc(CNC(=O)CSc2ccccc2)cc1` gave AmpC no deterg -21.8%, FBPA Giardia inh 4.2%, AMA1-RON2 inh -16.3%, HCMV inh -36.6 and AmpC inh detg -7.4%.
`CC1=C(C(=O)Nc2ccc(C)cc2Cl)C2(CCCCC2)OC1=O` gave HCMV inh 1.9, Sm TGR inh -19.6% and AmpC inh detg 3.8%.
For CC(C)(C)c1cc(C(=O)NNc2cc(C(F)(F)F)ccc2Cl)n(Cc2ccccc2)n1 the results were AmpC no deterg -46.5%, FBPA Giardia inh -10.6%, AMA1-RON2 inh -17.7%, HCMV inh -90.3*, Sm TGR inh 0.0% and AmpC inh detg 13.7%.
Screening CCc1ccc(-c2nn(Cc3ccccc3)cc2/C=C/C(=O)O)cc1 returned AmpC no deterg -19.7%, FBPA Giardia inh 3.2%, AMA1-RON2 inh -0.6%, HCMV inh 28.7, Sm TGR inh 2.3% and AmpC inh detg -1.5%.
For Cc1ccc2cccc(NC(=O)c3cccc4ccccc34)c2n1 the results were HCMV inh -10.4, Sm TGR inh -0.6% and AmpC inh detg -2.3%.
For CCN(CC)CCSc1nc(O)c(-c2ccccc2)c(=O)n1-c1ccccc1 the results were AmpC no deterg 1.2%, FBPA Giardia inh -3.7%, AMA1-RON2 inh 2.6%, HCMV inh 28.8 and AmpC inh detg 1.6%.
O=C(CSCC(=O)N1CCCc2ccccc21)Nc1nc(-c2ccccc2)cs1 was read as AmpC no deterg -3.8%, FBPA Giardia inh 0.5%, AMA1-RON2 inh 6.0%, HCMV inh 42.7, Sm TGR inh -9.3% and AmpC inh detg inconclusive.
COc1ccc(C(=O)COC(=O)C2CCN(c3ccc(C(F)(F)F)cn3)CC2)c(OC)c1 was read as AmpC no deterg -0.7%, AMA1-RON2 inh 14.0%, HCMV inh -29.2, Sm TGR inh 3.8% and AmpC inh detg -9.9%.
Screening O=C1c2ccccc2C(=O)N1CNc1ccccc1 returned AmpC no deterg -8.5%, FBPA Giardia inh 6.8%, AMA1-RON2 inh 6.3%, HCMV inh 10.5, Sm TGR inh 0.8% and AmpC inh detg inconclusive.
O=C(O)CCC(=O)Nc1ccc(Br)cn1 was read as AmpC no deterg -14.0%, FBPA Giardia inh 1.4%, AMA1-RON2 inh -1.4%, HCMV inh -21.3, Sm TGR inh -27.1% and AmpC inh detg inconclusive.
`COc1cccc(CNCc2ccccc2OC)c1` gave AmpC no deterg -25.6%, FBPA Giardia inh -20.1%, AMA1-RON2 inh 4.0%, HCMV inh -7.2, Sm TGR inh -24.9% and AmpC inh detg -10.8%.
`COc1ccccc1NC(=O)/C=C1\NC(=O)CS1` gave AmpC no deterg -29.2%, FBPA Giardia inh 0.0%, AMA1-RON2 inh -10.5%, HCMV inh 22.1, Sm TGR inh 18.6% and AmpC inh detg 1.0%.
Screening Cc1nc(C)c(-c2ccnc(/N=C/NO)n2)s1 returned AmpC no deterg -7.2%, FBPA Giardia inh -0.8%, AMA1-RON2 inh 31.4%[activator], HCMV inh 7.9, Sm TGR inh 14.9% and AmpC inh detg -15.3%.
Screening COC(=O)COc1ccc2c(c1)O/C(=C\c1ccco1)C2=O returned AmpC no deterg -22.7%, FBPA Giardia inh -5.1%, AMA1-RON2 inh -18.4%, HCMV inh -38.8, Sm TGR inh 17.8µM* and AmpC inh detg -13.3%.
Screening CC(=O)c1cccc(NC(=O)CSc2nc(=O)n(Cc3cccnc3)c3c2CCC3)c1 returned HCMV inh 5.1, Sm TGR inh 6.3% and AmpC inh detg 3.1%.
`O=C(COc1ccc(Cl)cc1Br)Nc1ccncc1` gave AmpC no deterg -16.9%, FBPA Giardia inh -5.7%, AMA1-RON2 inh 0.1%, HCMV inh 13.9, Sm TGR inh -0.1% and AmpC inh detg -11.9%.
For O=C(NCc1cccnc1)c1cccc(NC(=O)c2ccco2)c1 the results were AmpC no deterg -19.4%, FBPA Giardia inh -1.1%, AMA1-RON2 inh -9.2%, HCMV inh 75.1, Sm TGR inh -2.8% and AmpC inh detg -9.1%.
For Cc1ccc(S(=O)(=O)c2nc(S(=O)(=O)c3ccc(C)cc3)c(NCCCOC(C)C)s2)cc1 the results were HCMV inh -6.0, Sm TGR inh -7.7% and AmpC inh detg -5.1%.
For CCc1ccccc1OCCCN1CCCC1 the results were AmpC no deterg -15.4%, FBPA Giardia inh inconclusive, AMA1-RON2 inh 8.8%, HCMV inh -20.4, Sm TGR inh -8.7% and AmpC inh detg -7.1%.
COc1ccc(NS(=O)(=O)c2ccc(C)c(NC(=O)CN3C(=O)NC4(CCCC4)C3=O)c2)cc1 was read as AmpC no deterg -33.6%, AMA1-RON2 inh 1.5%, HCMV inh -66.3*, Sm TGR inh -15.7% and AmpC inh detg -3.1%.
O=C(c1nnc(-c2ccncc2)o1)c1ccccc1Cl was read as AmpC no deterg -4.4%, FBPA Giardia inh 3.2%, AMA1-RON2 inh -0.8%, HCMV inh 1.6, Sm TGR inh -25.4% and AmpC inh detg -18.7%.
Screening COC1C(C)=C(C)C(=O)N1Cc1ccccc1 (stereo unspecified) returned AmpC no deterg -3.4%, FBPA Giardia inh -5.8%, AMA1-RON2 inh -9.0%, HCMV inh 27.6, Sm TGR inh -19.4% and AmpC inh detg -1.9%.
`O=c1c2[nH]c3ccc(F)cc3c2nc2n1CCS2` gave AmpC no deterg -21.4%, FBPA Giardia inh 0.1%, AMA1-RON2 inh 13.9%, HCMV inh 29.1, Sm TGR inh 6.4% and AmpC inh detg -15.0%.
For CCOc1ccc(NC(=O)/C(=C\c2ccc(OC(C)=O)c(OC)c2)NC(C)=O)cc1 the results were AmpC no deterg 9.1%, FBPA Giardia inh -2.7%, AMA1-RON2 inh 4.6%, HCMV inh -2.6, Sm TGR inh -26.5% and AmpC inh detg inconclusive.
Screening COc1ccc(C(=O)COC(=O)C2CC3CCCC(C2)C3=O)cc1Br (stereo unspecified) returned AmpC no deterg -15.8%, AMA1-RON2 inh -21.7%, HCMV inh -12.1, Sm TGR inh -1.1% and AmpC inh detg -15.9%.
COc1ccc(S(=O)(=O)N2CCCCC2)cc1NC(=O)c1[nH]c(C)c(C(C)=O)c1C was read as AmpC no deterg -25.9%, AMA1-RON2 inh -7.4% and HCMV inh 65.5.
COc1cccc(-c2noc(Cn3nc(C(=O)O)c4ccccc4c3=O)n2)c1 was read as AmpC no deterg -9.2%, FBPA Giardia inh 6.7%, AMA1-RON2 inh -12.4%, HCMV inh -13.9, Sm TGR inh -3.7% and AmpC inh detg -15.6%.
O=C(CSc1ccccc1)Nc1ccc(N2CCOCC2)cc1 was read as AmpC no deterg -13.4%, FBPA Giardia inh -11.5%, AMA1-RON2 inh 0.0%, HCMV inh -0.5, Sm TGR inh -49.5% and AmpC inh detg -12.1%.
Screening C=C(C)c1cccc(C(C)(C)NC(=O)NCc2cccnc2)c1 returned AmpC no deterg -0.3%, FBPA Giardia inh 2.0%, AMA1-RON2 inh -15.0%, HCMV inh -26.4, Sm TGR inh 68.9%[activator] and AmpC inh detg -0.6%.
`O=C(CNC(=O)c1ccccc1F)Nc1ccc2c(c1)OCO2` gave AmpC no deterg -6.6%, AMA1-RON2 inh 45.0%[activator] and HCMV inh 47.1.
Cc1ccsc1-c1nc(CSCC(=O)N2CCN(c3ccccc3)CC2)c(C)o1 was read as AmpC no deterg 69.4%[activator], FBPA Giardia inh -27.1%, AMA1-RON2 inh 12.5%, HCMV inh 6.3, Sm TGR inh inconclusive and AmpC inh detg 3.4%.
Screening Cn1c(C(=O)Nc2ccccc2)cc2sccc21 returned AmpC no deterg -32.7%, FBPA Giardia inh -16.3%, AMA1-RON2 inh -24.0%, HCMV inh 245.7, Sm TGR inh -23.3% and AmpC inh detg -4.6%.
Screening Cc1cccc(OCC(=O)Nc2cc(C)on2)c1 returned AmpC no deterg -19.0%, FBPA Giardia inh 0.5%, AMA1-RON2 inh 4.8%, HCMV inh -30.1, Sm TGR inh -0.6% and AmpC inh detg -7.7%.
CSc1n[nH]c(=O)n1-c1cccc(Cl)c1 was read as AmpC no deterg -5.4%, FBPA Giardia inh -7.4%, AMA1-RON2 inh -1.4%, HCMV inh 25.7, Sm TGR inh 6.5% and AmpC inh detg 4.6%.
For C=CCc1cc(Cl)ccc1OC(=O)Nc1cccc(Cl)c1 the results were AmpC no deterg -32.2%, FBPA Giardia inh -4.9%, AMA1-RON2 inh -7.2%, HCMV inh inconclusive, Sm TGR inh 6.4% and AmpC inh detg -5.4%.

A portion from the list above, as a working copy:
For CCN(CC)CCSc1nc(O)c(-c2ccccc2)c(=O)n1-c1ccccc1 the results were AmpC no deterg 1.2%, FBPA Giardia inh -3.7%, AMA1-RON2 inh 2.6%, HCMV inh 28.8 and AmpC inh detg 1.6%.
O=C(CSCC(=O)N1CCCc2ccccc21)Nc1nc(-c2ccccc2)cs1 was read as AmpC no deterg -3.8%, FBPA Giardia inh 0.5%, AMA1-RON2 inh 6.0%, HCMV inh 42.7, Sm TGR inh -9.3% and AmpC inh detg inconclusive.
COc1ccc(C(=O)COC(=O)C2CCN(c3ccc(C(F)(F)F)cn3)CC2)c(OC)c1 was read as AmpC no deterg -0.7%, AMA1-RON2 inh 14.0%, HCMV inh -29.2, Sm TGR inh 3.8% and AmpC inh detg -9.9%.

The list continues:
`CC(C)N(C)C1CCN(C(=O)Nc2ccc(Cl)c(Cl)c2)CC1` gave AmpC no deterg -6.6%, FBPA Giardia inh 3.4%, AMA1-RON2 inh 12.4%, HCMV inh 2.4, Sm TGR inh -11.9% and AmpC inh detg inconclusive.
CCC1=Nc2ccccc2-c2nnc(SC)nc2O1 was read as AmpC no deterg -10.8%, FBPA Giardia inh 7.4%, AMA1-RON2 inh 3.6%, HCMV inh -16.9, Sm TGR inh -1.1% and AmpC inh detg -0.2%.
Screening CC1CCN(C(=O)Cn2ncc3c([nH]c4ccccc43)c2=O)CC1 returned AmpC no deterg -15.8%, FBPA Giardia inh -4.9%, AMA1-RON2 inh -3.0%, HCMV inh 3.6, Sm TGR inh 1.7% and AmpC inh detg -1.3%.
`CCOC(=O)c1ccccc1NC(=O)CSc1nc2ccccc2o1` gave AmpC no deterg -11.6%, FBPA Giardia inh -2.1%, AMA1-RON2 inh 15.5%, HCMV inh 2.5, Sm TGR inh 15.4% and AmpC inh detg -14.3%.
c1ccc(Nc2nc(-c3ccccc3)ns2)cc1 was read as AmpC no deterg -17.1%, FBPA Giardia inh 6.8%, AMA1-RON2 inh 8.1%, HCMV inh 141.0, Sm TGR inh 2.2% and AmpC inh detg -2.9%.
Screening O=C1c2ccccc2-c2cccc3cccc1c23 returned FBPA Giardia inh -0.4%, AMA1-RON2 inh 1.1% and HCMV inh 18.0.

Screening results deposited in PubChem BioAssay by National Center for Advancing Translational Sciences (NCATS).
